Screening data as filed in PubChem BioAssay.
GSTO1 counter: counter-screen for RBBP9 inhibitors: inhibitors of human GSTO1. 1.1% of 300,000 active. P78417. inhibition, % at 5.96 µM. AID 1974. recombinant GSTO1, activity-based probe fluorescence polarization;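 active = inhibition above the campaign mean inhibition plus 3 SD, cut at about 35% in these data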;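 also: 0% = GSTO1-1 with DMSO and 100% = wells lacking GSTO1-1 enzyme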
LYPLA2 counter: counter-screen for PME1 inhibitors: inhibitors of human LYPLA2. O95372. recombinant LYPLA2, FP-Rh probe fluorescence polarization. inhibition, % at 5.9 µM. 0.38% of 320,000 active. AID 2177;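 active = inhibition above the screen-wide mean plus 3 SD, limit set per campaign, cut at about 26% in these data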;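 also: 0% = LYPLA2 with DMSO and 100% = wells lacking LYPLA2 enzyme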
Target sequence (O95372 whole entry, looked up): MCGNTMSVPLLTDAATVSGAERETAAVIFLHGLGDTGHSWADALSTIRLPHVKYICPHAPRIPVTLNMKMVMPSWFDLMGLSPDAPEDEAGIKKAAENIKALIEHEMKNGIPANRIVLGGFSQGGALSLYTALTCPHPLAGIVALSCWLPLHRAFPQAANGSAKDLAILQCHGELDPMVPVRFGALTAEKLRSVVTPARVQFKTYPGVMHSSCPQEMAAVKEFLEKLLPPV
PME-1 inh: PME-1 (human) inhibition; recombinant PME-1, FP-Rh probe fluorescence polarization; AID 2130; 0.53% of 320,000 active; inhibition, % at 5.9 µM;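 active = inhibition above the campaign mean of all compounds plus 3 SD, cut at about 26% in these data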;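 also: competitive labeling of PME-1 active site by serine hydrolase directed probe; 0% = PME-1 with DMSO and 100% = wells lacking PME-1 enzyme; inhibitors block probe labeling so polarization falls and inhibition rises; many of its hits are not listed in these tables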
Target sequence (Q9Y570 whole entry, looked up): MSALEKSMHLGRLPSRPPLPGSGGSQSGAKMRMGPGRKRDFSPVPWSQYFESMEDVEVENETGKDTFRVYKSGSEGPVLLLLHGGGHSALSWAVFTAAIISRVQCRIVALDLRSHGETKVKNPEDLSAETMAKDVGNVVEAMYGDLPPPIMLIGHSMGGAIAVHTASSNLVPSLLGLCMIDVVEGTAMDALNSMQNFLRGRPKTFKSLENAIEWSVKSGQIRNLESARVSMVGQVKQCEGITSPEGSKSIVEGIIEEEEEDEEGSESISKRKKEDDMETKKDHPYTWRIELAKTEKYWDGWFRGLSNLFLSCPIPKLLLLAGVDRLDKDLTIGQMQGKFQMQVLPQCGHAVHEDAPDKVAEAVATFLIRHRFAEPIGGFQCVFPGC
PAD4 FP inh: blocks human protein arginine deiminase 4. inhibition, % at 6.36 µM. 0.41% of 330,000 active. AID 485272. recombinant PAD4, RCA probe fluorescence polarization. Q9UM07;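 active = percent inhibition above a cutoff equal to the mean of all tested compounds plus 3 SD, cut at about 15% in these data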;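 also: 0% = PAD4 with RCA probe and DMSO and 100% = probe without PAD4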
PAFAH1B2 inh: blocks human PAF acetylhydrolase 1b catalytic subunit 2 | recombinant PAFAH1B2, FP-rhodamine activity probe, fluorescence polarization | 1.2% of 340,000 active | AID 492953 | inhibition, % at 3.39 µM;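 active = inhibition above the mean of all tested compounds plus 3 SD, cut at about 24% in these data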;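 also: 0% = enzyme with DMSO and 100% = wells lacking PAFAH1B2; many of its hits are not listed in these tables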
PAFAH1B3 FP inh: inhibitors of human PAFAH1B3; inhibition, % at 3.39 µM; recombinant PAFAH1B3, FP-rhodamine probe, fluorescence polarization; 0.28% of 340,000 active; AID 492972;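 active = inhibition above the screen-wide average of all tested compounds plus 3 SD, cut at about 25% in these data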;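 also: 0% = enzyme with DMSO only and 100% = wells lacking PAFAH1B3 protein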
LYPLA1 inh: counter-screen for PME1 inhibitors: inhibitors of human LYPLA1 | AID 2174 | 0.16% of 320,000 active | recombinant LYPLA1, FP-Rh probe fluorescence polarization | inhibition, % at 5.9 µM;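 active = inhibition above the mean of all tested compounds plus 3 SD, set per campaign, cut at about 14% in these data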;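 also: inhibitors block serine hydrolase probe labeling of LYPLA1 so polarization falls; 0% = enzyme with DMSO and 100% = wells lacking LYPLA1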
PAFAH2 FP inh: inhibitors of human PAFAH2; Q99487; recombinant PAFAH2, FP-rhodamine activity probe, fluorescence polarization; inhibition, % at 3.39 µM; 0.99% of 340,000 active; AID 492956;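 active = inhibition above the mean over all tested compounds plus 3 SD, cut at about 30% in these data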;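 also: inhibitors block probe labeling of enzyme so polarization drops; 0% = enzyme with DMSO and 100% = wells lacking PAFAH2 protein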
pPAFAH FP inh: pPAFAH (human) enzyme inhibition. recombinant pPAFAH, FP-rhodamine probe fluorescence polarization. 1.5% of 330,000 active. Q13093. inhibition, % at 3.39 µM;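 active = inhibition above the mean inhibition across the screen plus 3 SD, cut at about 25% in these data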;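 also: inhibitors block binding of the rhodamine activity-based probe so polarization drops; 0% = enzyme with DMSO and 100% = wells lacking pPAFAH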
Target sequence (Q13093 whole entry, looked up): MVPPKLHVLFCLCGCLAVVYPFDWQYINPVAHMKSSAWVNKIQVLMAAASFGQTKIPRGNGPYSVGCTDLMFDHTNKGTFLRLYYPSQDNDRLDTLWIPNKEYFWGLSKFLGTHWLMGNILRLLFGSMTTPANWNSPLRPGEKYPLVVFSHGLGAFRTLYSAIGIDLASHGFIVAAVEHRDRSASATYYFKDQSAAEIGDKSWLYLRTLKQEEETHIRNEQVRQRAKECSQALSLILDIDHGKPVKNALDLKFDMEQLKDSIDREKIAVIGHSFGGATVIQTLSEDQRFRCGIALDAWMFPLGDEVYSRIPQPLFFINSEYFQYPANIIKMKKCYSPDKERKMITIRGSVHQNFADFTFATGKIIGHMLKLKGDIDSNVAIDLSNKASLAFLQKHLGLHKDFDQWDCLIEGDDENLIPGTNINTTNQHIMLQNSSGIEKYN
* hit, by the source's call; nt = not tested or not shown. Not all compounds are listed. The share of hits here may be higher or lower than overall.

SMILES | GSTO1 counter | LYPLA2 counter | PME-1 inh | PAD4 FP inh | PAFAH1B2 inh | PAFAH1B3 FP inh | LYPLA1 inh | PAFAH2 FP inh | pPAFAH FP inh
COCCn1c(C)cc(C(=O)COC(=O)c2[nH]c(C)c(C(C)=O)c2C)c1C | nt | 0 | -7 | -3 | 1 | 2 | -6 | 12 | -10
Nc1c(C=C2C=CC(=O)C=C2)c(=O)nc2snc(SCc3ccccc3)n12 | -44 | -23 | -20 | -9 | 6 | 3 | -13 | 0 | 10
O=C(Nc1nc2c(ccc3ccccc32)s1)c1ccco1 | -25 | -17 | -17 | -8 | -7 | -5 | -25 | -11 | -7
Cc1ccccc1C(=O)N(C)c1ccccc1C(=O)NCc1ccccc1 | -3 | 6 | 0 | -3 | 7 | 2 | -3 | 4 | -3
COCCN(C(=O)COC(=O)C1(c2ccccc2)CC1)c1c(N)n(CC(C)C)c(=O)[nH]c1=O | 4 | 2 | 3 | 1 | 10 | 0 | 0 | 9 | 0
CCOc1ccc(N(CC(=O)NCc2ccc(OC)cc2)S(C)(=O)=O)cc1 | 1 | 2 | 0 | -2 | 1 | 8 | 2 | 6 | -1
COc1ccc(CSc2nc(C)cc(C)c2S(C)(=O)=O)cc1 | 8 | 2 | 0 | 1 | 3 | 7 | -2 | 0 | 1
O=C(/C=C\c1ccco1)NC(=S)Nc1ccccc1O | 16 | -6 | 4 | -5 | 1 | 6 | -10 | -2 | 33*
O=C(COC(=O)c1cc([N+](=O)[O-])ccc1N1CCOCC1)Nc1cccc(F)c1 | 7 | -4 | 2 | -1 | 4 | -1 | -2 | 8 | -5
Cc1cc(NC(=O)c2cccs2)ncc1NC(=O)C(C)C | 1 | 1 | 1 | 0 | 5 | 10 | 4 | -1 | 1
Cc1ccc(CSCC(=O)NCc2ccco2)cc1 | 0 | -2 | 3 | 1 | 8 | 3 | 2 | 4 | -1
CC(=O)N(c1ccc2oc(=O)sc2c1)S(=O)(=O)c1cccs1 | 27 | 3 | -5 | 12 | 4 | 5 | 1 | 23 | 2
CCOc1cc(S(=O)(=O)NCC2OCCc3ccccc32)c(OCC)cc1-n1cnnn1 (stereo not given) | 2 | 4 | -2 | -3 | 2 | 11 | 1 | 3 | 1
CCOC(=O)C1(CCOC)CCN(Cc2ccc(C(=O)OC)cc2)CC1 | 2 | 3 | -1 | -1 | 7 | 5 | 2 | 7 | 3
Cc1cc(C)c2nc(N3CCCC(C(=O)NCCCN4CCOCC4)C3)sc2c1 (stereo not given) | 10 | -2 | 1 | -4 | -3 | 3 | 2 | 1 | 2
COC(=O)CCc1nc2cc(Cl)ccc2n(Cc2ccccc2)c1=O | 2 | 3 | 3 | 4 | 2 | -2 | -4 | -1 | 2
Cc1ccc(N(Cc2cc3ccc(C)cc3[nH]c2=O)C(=O)c2cccs2)cc1 | -13 | -2 | -4 | 0 | nt | nt | 3 | nt | -1
Fc1ccccc1-c1n[nH]c(=S)n1C1CC1 | 2 | 1 | 0 | -2 | 5 | 2 | 4 | 4 | 3
CCCCN(CC)CCCNC(=O)Cn1nc(Cc2ccncc2)c2ccccc2c1=O | -1 | 1 | 1 | 1 | 0 | 1 | 0 | -10 | 1
COc1ccc(N2CC(C(=O)N3CCCC(C)C3)CC2=O)cc1 (stereo not given) | 0 | -2 | 5 | 1 | 1 | 7 | 0 | -6 | 0

In the list so far, these have an aryl thioether with sulfur outside any ring:
SMILES | GSTO1 counter | LYPLA2 counter | PME-1 inh | PAD4 FP inh | PAFAH1B2 inh | PAFAH1B3 FP inh | LYPLA1 inh | PAFAH2 FP inh | pPAFAH FP inh
Nc1c(C=C2C=CC(=O)C=C2)c(=O)nc2snc(SCc3ccccc3)n12 | -44 | -23 | -20 | -9 | 6 | 3 | -13 | 0 | 10
COc1ccc(CSc2nc(C)cc(C)c2S(C)(=O)=O)cc1 | 8 | 2 | 0 | 1 | 3 | 7 | -2 | 0 | 1

Random excerpt: 4 records from the list
SMILES | GSTO1 counter | LYPLA2 counter | PME-1 inh | PAD4 FP inh | PAFAH1B2 inh | PAFAH1B3 FP inh | LYPLA1 inh | PAFAH2 FP inh | pPAFAH FP inh
Cc1ccc(CSCC(=O)NCc2ccco2)cc1 | 0 | -2 | 3 | 1 | 8 | 3 | 2 | 4 | -1
COCCN(C(=O)COC(=O)C1(c2ccccc2)CC1)c1c(N)n(CC(C)C)c(=O)[nH]c1=O | 4 | 2 | 3 | 1 | 10 | 0 | 0 | 9 | 0
CC(=O)N(c1ccc2oc(=O)sc2c1)S(=O)(=O)c1cccs1 | 27 | 3 | -5 | 12 | 4 | 5 | 1 | 23 | 2
COc1ccc(N2CC(C(=O)N3CCCC(C)C3)CC2=O)cc1 (stereo not given) | 0 | -2 | 5 | 1 | 1 | 7 | 0 | -6 | 0

Following part.
SMILES | GSTO1 counter | LYPLA2 counter | PME-1 inh | PAD4 FP inh | PAFAH1B2 inh | PAFAH1B3 FP inh | LYPLA1 inh | PAFAH2 FP inh | pPAFAH FP inh
COc1ccc2c(c1)CCc1c(C(=O)NC3CCCCC3)noc1-2 | 20 | -3 | 1 | 0 | 4 | 4 | 0 | 2 | -4
Cc1ccc(C)c(-c2csc(N/N=C/c3ccco3)n2)c1 | 8 | -11 | 4 | 0 | nt | nt | -3 | nt | 1
O=C(NC1CC1)C1=C[C@@H](C2CC2)C[C@@H](OCc2ccc(CO)cc2)O1 | 2 | 5 | 5 | 0 | 6 | 12 | -1 | -7 | 4
Cc1cccc(C(=O)NC2CCN(S(=O)(=O)c3ccccc3)CC2)c1 | -7 | 0 | 10 | -4 | 4 | -3 | -1 | -2 | 1
CCNC(=S)N1CCn2c(nc3ccccc32)C1 | -1 | 2 | -1 | 3 | 4 | 9 | -2 | -2 | -4
COc1cc2c(C(=O)NCc3ccc(C)o3)cn(CC(C)C)c(=O)c2cc1OC | -2 | 1 | 0 | -1 | -2 | 3 | -1 | 1 | 8
N#CC1(c2nc3ccccc3[nH]2)CC1c1ccc2c(c1)OCO2 (stereo not given) | 46* | 0 | -9 | -3 | -3 | 0 | 1 | -11 | 2
NNC(=O)CCN1CCN(C(c2ccccc2)c2ccccc2)CC1 | -8 | 0 | -2 | -2 | -1 | 4 | -1 | 0 | 6
COc1cccc(/C=N/n2c(N)nc3ccccc32)c1OC | -7 | 2 | 10 | 3 | -5 | 3 | -1 | 5 | 3
CCOC(=O)c1ccc(N2C(=O)[C@@H](c3ccccc3)[C@H]2c2ccccc2)cc1 | nt | 1 | 4 | -3 | 14 | -11 | 1 | -3 | 4
CS(=O)(=O)c1ccc(NCCc2ccc(S(N)(=O)=O)cc2)c([N+](=O)[O-])c1 | 4 | 6 | 0 | 0 | 5 | 5 | -5 | -12 | -2
COc1ccccc1C(=O)NC1CC(C)(C)NC(C)(C)C1 | 2 | 2 | 4 | -3 | 0 | 3 | 0 | -7 | 0
CN1CCC[C@H]1CCNC(=O)c1c(-c2ccsc2)sc2ccccc12 | nt | nt | nt | -5 | -1 | 3 | nt | 8 | 6
O=C(Cc1nc(-c2cnccn2)no1)NNC(=O)Nc1ccccc1 | -4 | -3 | -16 | -5 | 3 | 3 | 3 | -3 | -2
CCn1c(SCc2ccccc2)nc2c(c1=O)SCC2 | 3 | 1 | 3 | -1 | -2 | -1 | 1 | 5 | 5
COc1ccc(C2/C=C\CN(S(=O)(=O)c3cccc4cccnc34)CC(=O)N2Cc2ccc(F)cc2)cc1 (stereo not given) | 7 | -12 | 5 | -1 | -1 | -7 | -3 | -4 | 4
CCn1c(SCC(=O)Nc2ccc3c(c2)OCO3)nc2c(c1=O)SC(C)C2 (stereo not given) | 4 | 4 | 3 | 3 | -3 | 8 | 5 | -2 | -4
CCCN(CCC)C(=O)C1CC(=O)OC12CCOC(C)(C)C2 (stereo not given) | 2 | -4 | 4 | -3 | 0 | 1 | -6 | -5 | -1
CCN(Cc1ccc2c(c1)OCCO2)C(=O)CN1C(=O)NC2(CCCCC2)C1=O | nt | 1 | -2 | -11 | 8 | 6 | 2 | -4 | -2
CCOC(=O)C1(O)CC(C)=NN1C(=O)c1cccc(Cl)c1 (stereo not given) | 1 | 1 | 0 | -5 | -1 | -1 | 0 | 2 | 6
O=C(CSc1nncs1)Nc1ccc2[nH]c(=O)[nH]c2c1 | -23 | 3 | -2 | -4 | 0 | 0 | 5 | 7 | 2
Nc1n[nH]c(CCCO)n1 | 12 | 2 | -7 | -3 | 1 | -1 | 0 | 1 | 2
C[C@@]12C(=O)Nc3cc(F)ccc3C(=O)N1[C@H]1c3cc(Br)ccc3OC[C@@H]1[C@@H]2c1ccccc1 | nt | nt | nt | -2 | -5 | -9 | nt | -16 | -10
Cn1c(SCc2nnc3n2CCCCC3)nc2ccccc21 | -5 | 5 | 4 | 4 | 8 | 6 | -1 | 8 | 4
C=CCn1cc(C(=O)NCCCOCC)c(=O)c2cc(S(=O)(=O)N(CC)CC)ccc21 | 9 | -1 | 9 | -1 | -1 | 0 | -2 | 10 | 4
CCOC(=O)N1C(=O)C2(CCCCC2)N(c2ccccc2Cl)C1=S | 0 | 1 | 6 | -4 | 15 | 1 | 2 | 6 | 3
COc1ccc(C(=O)NCc2ccccn2)cc1[N+](=O)[O-] | 2 | 1 | -2 | -3 | 1 | 6 | 0 | -2 | 2
CC(C(=O)OCC(=O)NC1CCCCC1)N1C(=O)c2ccccc2C1=O (stereo not given) | nt | nt | nt | -1 | 9 | 5 | nt | 0 | 5
O=C(Cc1cccc(C(F)(F)F)c1)NCc1cccnc1 | 4 | 8 | -7 | 6 | -1 | 13 | 3 | 2 | 0
CN1/C(=C\C(=O)COC(=O)CN2C(=O)C3CC=CCC3C2=O)C(C)(C)c2ccccc21 (stereo not given) | 9 | -10 | -2 | -15 | 0 | -2 | -7 | 8 | 16
COc1ccc(S(=O)(=O)N2CCCOC2CNC(=O)C(=O)NCCc2ccco2)cc1OC (stereo not given) | 4 | -1 | 4 | -4 | 4 | 3 | -3 | -2 | -3
O=S(=O)(Nc1cccc(CO)c1)c1cccs1 | -3 | 1 | -3 | 1 | nt | nt | -3 | nt | 2
CC(=O)c1ccc(N2CCN(S(=O)(=O)c3ccc(-c4cc(C)no4)s3)CC2)cc1 | 1 | 1 | -2 | -4 | 3 | -3 | 1 | 4 | 5
CCOCCCNC(=O)/C(C#N)=C/c1ccc(Cl)c([N+](=O)[O-])c1 | 6 | 3 | 1 | -3 | 3 | 0 | 3 | 2 | -3
COC(=O)c1c([N+](=O)[O-])c(OC)c(OC)c(OC)c1[N+](=O)[O-] | 39* | 5 | 3 | -7 | -4 | -1 | -1 | -3 | 4
O=C(NCC(c1ccco1)N1CCCCC1)c1cnc(Cl)c(Cl)c1 (stereo not given) | nt | nt | nt | -6 | -3 | 0 | nt | 0 | 2
CC(C)(O)C#Cc1ccc(C(=O)N2CCN(c3ccc(Cl)cc3)CC2)cc1 | -6 | 24 | -4 | 2 | 5 | 12 | -1 | -1 | 10
